# RXFP1 ag: activates the human relaxin receptor RXFP1 | Q9HBX9 | HEK293T-RXFP1 cAMP TR-FRET, 30 min; response scale: percent of porcine relaxin response, buffer zero | Potency, µM (series often up to 57.5 µM), for inactives: at the top dose activation, hits mostly activators | 370,000 compounds, 0.3% hits | AID 2676; note: potency is the fitted concentration of half-maximal effect; % is set by controls: 0 for no effect and ±100 for the full control effect; nearly all actives have a fitted effect of over 60% in size; many of its hits are not listed in these tables
#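 HEK293T cells stably expressing RXFP1 were pretreated with the PDE4 inhibitor Ro 20174, exposed to compounds for 30 min at 37C, lysed, and cAMP was read by TR-FRET. Data normalized to buffer (basal) and 29 nM porcine relaxin (100%).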
# USP1 inh: USP1/UAF1 (human) deubiquitinase inhibition; AID 743255; recombinant USP1/UAF1, Ub-Rhodamine cleavage fluorescence; O94782; Potency, µM (highest dose often 57.1 µM), inactives show at the highest dose activity change, negative = inhibition, hits mostly inhibitors; 390,000 compounds, 0.23% hits; note: potency is the fitted concentration of half-maximal effect; % is set by controls: 0 for no effect and ±100 for the full control effect; nearly all actives have a fitted effect of over 60% in size; inactives centre near -12
#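 1 nM enzyme complex + cpd, 15 min RT; start with Ub-Rho 150nM final; kinetic fluorescence ex 480/em 540, 6 reads q60 s. Buffer 50mM HEPES pH 7.8, 0.5mM EDTA, 0.1 mg/ml BSA, 1mM TCEP, 0.01% Tween-20.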
# TrxR1 substrate: substrates of rat thioredoxin reductase 1. 390,000 compounds, 0.01% hits. purified TrxR1 substrate turnover, NADPH consumption readout. Potency, µM (titrated, usually from 114 µM), without a hit: at the top dose activity change, negative = substrate turnover. O89049; note: potency is the fitted concentration of half-maximal effect; % is set by controls: 0 for no effect and ±100 for the full control effect; nearly all actives have a fitted effect of over 50% in size
# Target sequence (O89049 whole entry, looked up): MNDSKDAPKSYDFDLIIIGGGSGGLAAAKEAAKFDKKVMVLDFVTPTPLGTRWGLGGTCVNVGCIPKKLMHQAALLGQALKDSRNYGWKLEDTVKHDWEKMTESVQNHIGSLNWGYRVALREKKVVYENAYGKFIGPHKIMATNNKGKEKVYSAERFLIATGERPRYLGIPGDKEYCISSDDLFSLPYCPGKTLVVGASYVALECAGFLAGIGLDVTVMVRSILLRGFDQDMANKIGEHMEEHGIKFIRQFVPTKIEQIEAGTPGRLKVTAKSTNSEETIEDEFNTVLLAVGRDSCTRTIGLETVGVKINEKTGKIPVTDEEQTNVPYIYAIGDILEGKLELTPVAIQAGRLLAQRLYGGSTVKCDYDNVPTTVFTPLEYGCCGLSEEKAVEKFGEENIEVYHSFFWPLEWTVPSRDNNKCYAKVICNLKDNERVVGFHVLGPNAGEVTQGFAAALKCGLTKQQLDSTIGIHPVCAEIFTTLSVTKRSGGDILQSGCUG
#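 Rat TrxR1, dispensed at 90 nM, was prereduced with 400 uM NADPH (final) for 5 min at ~22 deg C, then incubated with compound 15 min before 400 uM selenite. A first-read NADPH fluorescence drop versus no-compound background flagged substrates.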
# LDHA inh: blocks human lactate dehydrogenase A; P00338; purified LDHA, NADH/diaphorase-resazurin fluorescence; active compounds read low; activity change, % (values are at about 110 or 230 µM); 480,000 compounds, 0.15% hits; AID 1347041; in the data active = activity change below about -30%; inconclusive = mostly about -25% to -30%;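 note: plate controls were DMSO wells for no effect and wells without enzyme for full effect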
#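 Enzyme activity of human lactate dehydrogenase 5 (2 nM; 0.06 mM NADH, 0.2 mM pyruvate, 5 min, RT) is measured via a resazurin/diaphorase fluorescence readout of residual NADH.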
# Glioma ERSR ind: induces the endoplasmic reticulum stress response in human glioma cells | Potency, µM, for the others: at the top dose activation, most hits filed as activators | U87-MG GRP78 promoter luciferase reporter, 16 h | 420,000 compounds, 0.02% hits; note: potency is the fitted concentration of half-maximal effect; series mostly up to about 76 µM; % of control where 0% means no effect; nearly all actives have a fitted effect of over 35% in size
#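 Stably transfected U87-MG glioma cells carrying a GRP78-based luciferase sensor; 16 h compound incubation. Luminescence end-point read 10 min after Bright-Glo addition at room temperature.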
# Vif-A3F inh: blocks the Vif interaction with APOBEC3F | HeLa A3F-eYFP + Vif (tagged APOBEC3F with the HIV-1 protein that degrades it), YFP fluorescence increase | 390,000 compounds, 0.2% hits | Potency, µM (doses to about 46.1 µM), for the others: at the highest dose activity, negative = active | AID 602313; note: potency is the fitted concentration of half-maximal effect; % of control where 0% means no effect; nearly all actives have a fitted effect of over 65% in size
#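 HeLa cells stably expressing A3F-eYFP plus Vif, plated and incubated overnight at 37 deg C, then exposed to compounds overnight at 37 deg C. Blocked degradation read as raised yellow fluorescence (Ex 488/Em 500-530).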
# mIDH1 inhibitor: blocks human mutant IDH1 R132H enzyme | Potency, µM (top dose mostly 76.6 µM), for the others: at the highest dose activity change, negative = inhibition, hits mostly inhibitors | IDH1-R132H enzyme, NADPH consumption, diaphorase/resazurin fluorescence | 390,000 compounds, 0.093% hits | O75874 | AID 602179; note: potency is the fitted concentration of half-maximal effect; % is set by controls: 0 for no effect and ±100 for the full control effect; nearly all actives have a fitted effect of over 65% in size
#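 IDH1-R132H (0.5 ug/mL dispensed) in pH 7.5 Tris buffer was preincubated 30 min with compound, then given a substrate mix of 0.016 mM NADPH and 2 mM alpha-KG for 80 min at room temperature; remaining NADPH was read by diaphorase/resazurin fluorescence.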
# Vif-APOBEC3G blk: Vif-A3G binding inhibition | 410,000 compounds, 0.076% hits | Potency, µM (highest dose often 46.1 µM), inactives show top-dose activity, negative = active, actives largely listed as inhibitors | HeLa A3G-eYFP + Vif (tagged APOBEC3G with the HIV-1 protein that degrades it), YFP fluorescence, overnight | Q9HC16;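 note: potency is the fitted concentration of half-maximal effect; % is set by controls: 0 for no effect and ±100 for the full control effect; nearly all actives have a fitted effect of over 60% in size; hits raise eYFP signal because A3G escapes Vif-driven loss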
#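 HeLa cells stably expressing Vif and C-terminally eYFP-tagged A3G, seeded overnight at 37 deg C, then exposed to compound by pintool overnight at 37 deg C. Rise in yellow fluorescence (Ex 488/Em 500-530, Acumen) marks blocked Vif-driven A3G degradation.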
# PI4K2A block: PI4K2A (human) kinase inhibition; Q9BTU6; purified PI4K2A, ADP-Glo luminescence, 1 h; active compounds read low; activity change, negative = inhibition, % at 76.9 µM; 420,000 compounds, 0.13% hits; AID 1346378; in the data active = activity change below about -50%; inconclusive = mostly about -30% to -49%;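 note: -100% = wells without enzyme as full effect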
# Target sequence (Q9BTU6 whole entry, looked up): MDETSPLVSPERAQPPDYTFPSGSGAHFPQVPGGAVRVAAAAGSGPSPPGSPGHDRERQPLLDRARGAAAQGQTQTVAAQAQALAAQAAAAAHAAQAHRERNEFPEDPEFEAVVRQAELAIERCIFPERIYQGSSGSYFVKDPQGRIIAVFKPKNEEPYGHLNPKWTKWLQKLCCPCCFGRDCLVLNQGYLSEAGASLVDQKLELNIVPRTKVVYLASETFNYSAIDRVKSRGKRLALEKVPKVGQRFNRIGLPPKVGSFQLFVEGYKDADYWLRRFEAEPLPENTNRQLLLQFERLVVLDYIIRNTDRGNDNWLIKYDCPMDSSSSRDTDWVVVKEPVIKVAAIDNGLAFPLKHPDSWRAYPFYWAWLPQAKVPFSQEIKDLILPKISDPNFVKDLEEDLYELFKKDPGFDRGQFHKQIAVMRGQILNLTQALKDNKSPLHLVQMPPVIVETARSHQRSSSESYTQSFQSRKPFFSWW
#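 Compounds are screened against recombinant PI4K2A using PI as substrate and ATP, the latter dispensed at 300 microM. Reactions run one hour at ambient temperature before ADP-Glo detection; full inhibition defined by wells lacking enzyme.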
# Starred values were filed as active, the others as inactive; ? = inconclusive; nt = no result given; & = joins results of further samples; [ ] = another dose, or the depositor's remark. Unless noted, calls come from the whole dose curve; as a rule, active = well fitted curve in the direction sought with a large enough effect; inconclusive = small, poorly fitted or top-dose-only effect, or another doubt; inactive = no such curve, though single readings can be large; an effect the other way counts as inactive or inconclusive. These rows are one share of the data; the hit share may differ from the screen's.
mol	RXFP1 ag	USP1 inh	TrxR1 substrate	LDHA inh	Glioma ERSR ind	Vif-A3F inh	mIDH1 inhibitor	Vif-APOBEC3G blk	PI4K2A block
Cc1ccc(N2C(=O)NC(=O)/C(=C\c3cnc(-c4ccccc4)nc3)C2=O)cc1	-0.5%	-13%	2%	-18	-2%	?	-4%	-21%	-13
O=C1CN=C(c2ccc[nH]2)c2cc(Cl)ccc2N1	-2.1%	-18%	6%[57.1 µM]	-1	-2%	-3%	-2%	0%	-4
COC(=O)C1C2c3ccccc3C(c3ccccc32)C1(C)C(=O)OC (configuration not stated)	nt	2%	-4%[2.29 µM]	-1	-2%	-8%	-9%	0%	0
CN1CCN(/N=C/c2c(O)n(Cc3ccc(F)cc3)c(=O)[nH]c2=O)CC1	-0.2%	-23%	1%	-3	1%	8%	0%	-1%	-1
O=C(Cc1ccccc1)Oc1ccccc1N1C(=O)CCC1=O	-0.4%	0%	-5%[57.1 µM]	-3	-2%	2%	-6%	1%	7
C[C@H](N)CN1CCc2ccc(Br)cc21	nt	-18%	16%[57.1 µM]	-1	-5%&-2%	-1%	12%	1%	1&1
CN1CCN(c2ccc(C(N)=O)cc2N)CC1	0.2%	-18%	43%[activator]	3	-1%	0%	6%	1%	-9
COc1ccc(OC)c([C@@H](O)[C@H](C)NC(C)(C)C)c1	1.5%	-23%	3%	-4	-2%	7%	11%	0%	-2
Cc1ccccc1Cn1cccc(C(=O)Nc2nc3ccccc3s2)c1=O	-0.2%	-18%	6%[57.1 µM]	-3	-6%	-3%	-7%	-2%	-9
CN(C)C1(c2nnnn2CCOC(=O)Nc2ccc(Cl)cc2)CCCCC1	-0.5%	?	-4%	-1	-6%	1%	7%	1%	-1
N#Cc1cc2c(nc1SCC(=O)Nc1cccc(C(F)(F)F)c1)C1CCN2CC1	?	-16%	2%[11.4 µM]	-7	5%	11%	-1%	2%	-8
COc1ccc2c(c1)c(C(=O)O)c(C)n2CC(C)C	0.8%	-9%	12%	5	-2%	5%	5%	0%	7
CC1=Nc2ccccc2/C1=C/c1c(O)n(C)c(=O)[nH]c1=O	1.0%	-20%	-16%	-2	0%	-23%	6%	-5%	0
Fc1c(F)c(F)c(N2CCNCC2)c(F)c1F	2.2%	-5%	-6%	-2	1%	-14%	1%	0%	-4
C=C1C2[C@H](OC(C)=O)[C@@H]3CC(=O)[C@]4(C)OC[C@@]3(C)[C@@]4(O)[C@@H](OC(C)=O)[C@H](OC(C)=O)[C@@]2(COC(=O)c2ccccc2)[C@@H](OC(C)=O)C[C@@H]1O (some centres not stated)	1.8%	-18%	8%	-4	-3%	-8%	-14%	?	-2
O=C(COc1ccccc1)N1CCN(C2CC3CCC2C3)CC1 (configuration not stated)	0.0%	-11%	-2%	1	-3%	3%	2%	0%	1
CC(C)(O)/C=C/C(=O)[C@](C)(O)C1[C@H](O)C[C@@]2(C)C3CC=C4C(C=C(O[C@@H]5O[C@H](CO)[C@@H](O)[C@H](O)[C@H]5O)C(=O)C4(C)C)[C@]3(C)C(=O)C[C@]12C (some centres not stated)	nt	?	3%	3	-3%	1%	8%	5%	-7
CN1C(=O)C(=Cc2ccc(N3CCOCC3)o2)C(=O)N(C)C1=S	3.9%	?	0%[57.1 µM]	-5	-1%	?	-7%	-18%	2
COc1ccccc1N1CCN(S(=O)(=O)c2ccc3c(c2)oc(=O)n3C)CC1	0.1%&0.5%	?	3%&-3%	-1&0	-5%&-2%	3%&5%	6%&-5%	-7%&4%	5&-8
O=C1NC(=O)N(c2ccc3c(c2)OCO3)C(=O)/C1=C\c1ccsc1	-1.8%	-22%	-11%	-3	-1%	-16%	-4%	5%	-1

# Some of these compounds in order of heavy-atom count, smallest number first.
mol	RXFP1 ag	USP1 inh	TrxR1 substrate	LDHA inh	Glioma ERSR ind	Vif-A3F inh	mIDH1 inhibitor	Vif-APOBEC3G blk	PI4K2A block
CN1CCN(c2ccc(C(N)=O)cc2N)CC1	0.2%	-18%	43%[activator]	3	-1%	0%	6%	1%	-9
CC1=Nc2ccccc2/C1=C/c1c(O)n(C)c(=O)[nH]c1=O	1.0%	-20%	-16%	-2	0%	-23%	6%	-5%	0
CN(C)C1(c2nnnn2CCOC(=O)Nc2ccc(Cl)cc2)CCCCC1	-0.5%	?	-4%	-1	-6%	1%	7%	1%	-1

# (listing goes on)
mol	RXFP1 ag	USP1 inh	TrxR1 substrate	LDHA inh	Glioma ERSR ind	Vif-A3F inh	mIDH1 inhibitor	Vif-APOBEC3G blk	PI4K2A block
Cc1ccc(OC(=O)N(C)C[C@@H]2OCc3cnnn3CCCC(=O)N([C@@H](C)CO)C[C@H]2C)cc1	nt	-15%	nt	-1	-7%	1%	-2%	-1%	-2
Cc1nn(C2CCOC(C)(C)C2)c2c1C(c1ccc3c(c1)OCO3)SCC(=O)N2 (configuration not stated)	-0.3%	-8%	-3%	0	-3%	-1%	2%	-2%	8
O=P(C(c1c[nH]c2ccccc12)N1CCOCC1)(N1CCOCC1)N1CCOCC1 (configuration not stated)	-3.6%	-15%	1%	-7	-3%	-4%	2%	0%	6
O=C(COc1ccc(Cl)cc1Cl)N1CCN(C/C=C/c2ccccc2)CC1	-0.8%	-10%	-1%	-1	-2%	-13%	1%	-1%	-3
O=[N+]([O-])c1ccc(CN2CC=C(c3ccccc3)CC2)cc1	2.7%	-19%	0%	-3	-3%	3%	12%	-10%	1
Cc1cc(/C=C2/C(=O)NC(=O)N(c3ccc(Br)cc3)C2=O)c(C)n1C	1.5%	-11%	5%[57.1 µM]	-3	0%	?	-1%	-10%	-10
C#C[C@]1(O)CCC2C3CC=C4C[C@H](O)CC[C@]4(C)C3CC[C@@]21C (some centres not stated)	nt	3%	-3%	-2	-6%	7%	2%	3%	-3
CC(=NCc1ccco1)c1c(O)n(Cc2ccccc2)c(=O)[nH]c1=O	-0.3%	-17%	1%[57.1 µM]	-5	-5%	-8%	-4%	0%	-2
COC(=O)C1=C(c2ccc(OCc3ccccc3)cc2)C[C@@H]2CC[C@H]1N2C(=O)NCCN1CCOCC1	nt	6%	-2%	1	-3%	-2%	8%	5%	-4
COC(=O)C1=C(c2ccc3ccccc3c2)C[C@@H]2CC[C@H]1N2C(=O)NCCCOC(C)C	0.5%	6%	1%[57.1 µM]	-3	-3%	0%	-12%	0%	-2
COc1cccc(OCC(=O)N2CCN(C)CC2)c1	-1.3%	-9%	8%	3	1%	-6%	4%	2%	1
O=c1cc(C(F)(F)F)c2cc3c4c(c2o1)CCCN4CCC3	9.4%	375%[activator]	8%[57.1 µM]	-3	-6%	?	16%	1%	5
Cc1ccc(-n2c(/C=C/c3ccc(Br)s3)nc3ccccc3c2=O)cc1C	-2.3%	16%	-6%[57.1 µM]	-4	-2%	1%	-8%	?	1
OCCN1C2CCC1CC(O)(c1ccc(F)cc1)C2 (configuration not stated)	1.0%	1%	-9%	-4	-3%	-2%	4%	1%	-2
O=C1Nc2ccc(Br)cc2C(c2ccc(Cl)cc2)=NC1O (configuration not stated)	0.2%	-23%	-4%	-4	5%	-1%	25%	0%	-1
CC12CCC(=O)C=C1CCC1C2CCC2(C)C(O)(C(=O)CO)CCC12O (configuration not stated)	nt	-7%	-10%	-7	0%	10%	0%	-1%	3
O=C(Nc1ccc(C(F)(F)F)cc1)OC1CN2CCC1CC2 (configuration not stated)	2.1%	-1%	8%[57.1 µM]	-7	-7%	-12%	6%	-1%	3
COc1ccc(C(c2nnnn2Cc2ccccc2)N2CCC(n3c(=O)[nH]c4ccccc43)CC2)cc1 (configuration not stated)	nt	nt	nt	-8	-3%	nt	nt	-2%	1
COc1ccc(-n2c(O)c(C(C)=NCCCn3ccnc3)c(=O)[nH]c2=O)cc1	3.7%	-2%	19%	-2	-1%	3%	7%	1%	-4
COc1cc(C2c3cc4c(cc3C(O)C3COC(=O)C23)OCO4)cc(OC)c1OC (configuration not stated)	nt	-15%	11%[57.1 µM]	-3&0	-6%&-5%	-17%	3%	-41%&-45%	6

# Whole records as entered above. Order of screens: RXFP1 ag	USP1 inh	TrxR1 substrate	LDHA inh	Glioma ERSR ind	Vif-A3F inh	mIDH1 inhibitor	Vif-APOBEC3G blk	PI4K2A block
# `O=c1cc(C(F)(F)F)c2cc3c4c(c2o1)CCCN4CCC3` reads 9.4%	375%[activator]	8%[57.1 µM]	-3	-6%	?	16%	1%	5
# `COc1cc(C2c3cc4c(cc3C(O)C3COC(=O)C23)OCO4)cc(OC)c1OC` (configuration not stated) reads nt	-15%	11%[57.1 µM]	-3&0	-6%&-5%	-17%	3%	-41%&-45%	6
# `Cc1ccc(-n2c(/C=C/c3ccc(Br)s3)nc3ccccc3c2=O)cc1C` reads -2.3%	16%	-6%[57.1 µM]	-4	-2%	1%	-8%	?	1
# `O=C1Nc2ccc(Br)cc2C(c2ccc(Cl)cc2)=NC1O` (configuration not stated) reads 0.2%	-23%	-4%	-4	5%	-1%	25%	0%	-1

# Source: PubChem BioAssay
